# Cneo AK release – Cryptococcus neoformans cell lysis inducers, primary screen, AK release luminescence, single concentration; AID 651654, 2012; lysis activity, % at 15 µM; 360,000 tested, 0.2% active; C. neoformans lysis, adenylate kinase release luminescence, 4 h; normalised: neutral wells 0, clomiphene wells 100;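 active = mean lysis activity across replicates of at least 80%, whatever share of replicates individually reach that level; inactive = mean lysis activity below 80%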
#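 Assay system: C. neoformans cells. Amount: yeast cell density of 5 × 10^6 cells/mL. Technique: AK luminescence. Buffer or medium: YPD. Times: static 4 h at 37 °C with compound, 1 h detection. Dosing: single-point compound dose. Read-out: lysis from increased AK signal.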
# esBAF inh – Bmi1 luciferase reporter increase in mESCs, primary screen, esBAF inhibitor project, mouse ES cells, Bmi1 luciferase knock-in, single point. 24 h; 100% = twice the neutral-well signal. reporter increase, % at 12.5 µM. 350,000 tested, 2% active. AID 602393, 2012; in the data active = activation above about 40%; inconclusive = no clear call, values can overlap the other calls;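 note: 0% = median of the plate's neutral control wells and 100% = double that signal; a rise in the Bmi1 reporter signal indicates esBAF inhibition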
# miR122 inh – miR-122 Renilla sensor signal increase in Huh7, primary screen, miR-122 inhibitor project, cell-based, single point, plate reader; AID 602342, 2012; Huh7 miR-122 Renilla luciferase sensor, 48 h; neutral wells = 0, positive control = 100; activation (reporter increase), % at 12.5 µM; 340,000 tested, 0.3% active;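 active = mean replicate activation score at least 90 and every replicate individually at or above 90; inconclusive = only one of the two criteria met; inactive = neither criterion met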;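 note: higher luciferase means less miR-122 activity so hits act as miR-122 inhibitors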
# Statin myotox sup – suppressors of statin myotoxicity in C2C12 myotubes, primary screen, cell-based, single point, plate reader. C2C12 myotubes + simvastatin, ATP luminescence, 48 h; scaled: DMSO 0, geranylgeraniol control 100. rescue of ATP level, % at 7.49 µM. 330,000 tested, 0.78% active;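 active = mean ATP rescue above about 67%, or every replicate alone reaching that limit, limit read from the data, passing the limit was not always enough; inconclusive = no clear call, values can overlap the other calls; inactive = mean under the limit and some replicate under it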;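 note: myotubes were challenged with 10 µM simvastatin during compound exposure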
# ARNT TACC3 PPI – disruptors of ARNT/TACC3 protein interaction, primary screen, biochemical, AlphaScreen, single concentration. inhibition, % at 9.99 µM. AlphaScreen His-ARNT PAS-B/GST-TACC3 binding, luminescence; TACC3 fragment carries E629A point mutation. Transforming acidic coiled-coil-containing protein 3 (Homo sapiens), Q9Y6A5. 390,000 tested, 0.66% active;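 active = mean inhibition of replicates at least 50% and at least half of replicates each reaching 50%; inconclusive = half or more replicates reach 50% but mean below 50%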;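 note: 0% = complete ARNT plus TACC3 wells and 100% = ARNT alone without TACC3; many hits fall short of the cut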
# ERp5 block – inhibitors of ERp5-driven insulin aggregation, primary screen, biochemical, turbidity, absorbance 650 nm, single point; Protein disulfide-isomerase A6 (Homo sapiens), Q15084; 90 min; 350,000 tested, 0.05% active; inhibition, % at 9.99 µM;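 active = mean replicate inhibition above about 25%, with every replicate also reaching it, limit read from the data, passing the limit was not always enough; inconclusive = only one of those two criteria met; inactive = neither criterion met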
# Target sequence (Q15084 whole entry, looked up): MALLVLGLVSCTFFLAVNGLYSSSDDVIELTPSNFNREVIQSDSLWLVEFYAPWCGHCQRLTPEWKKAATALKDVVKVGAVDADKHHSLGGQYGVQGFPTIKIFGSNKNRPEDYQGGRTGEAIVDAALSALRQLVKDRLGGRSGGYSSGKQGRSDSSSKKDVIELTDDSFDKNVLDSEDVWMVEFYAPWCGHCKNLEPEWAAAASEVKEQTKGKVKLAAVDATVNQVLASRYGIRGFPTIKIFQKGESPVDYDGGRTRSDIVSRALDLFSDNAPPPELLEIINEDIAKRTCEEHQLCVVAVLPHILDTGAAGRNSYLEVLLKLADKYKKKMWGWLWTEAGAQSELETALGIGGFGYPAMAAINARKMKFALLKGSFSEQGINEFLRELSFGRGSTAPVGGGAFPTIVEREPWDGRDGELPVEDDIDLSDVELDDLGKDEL
# SIRT5 inh – SIRT5 desuccinylase inhibitors, primary screen, biochemical, fluorescence imaging, single point, set 5; AID 652115, 2013; NAD-dependent protein deacylase sirtuin-5, mitochondrial (Homo sapiens), Q9NXA8; 330,000 tested, 1.1% active; Purified SirT5, succinyl-peptide AMC, trypsin-coupled fluorescence; inhibition, % at 15 µM; in the data active = inhibition above about 15%; inconclusive = no clear call, values can overlap the other calls
# Target sequence (Q9NXA8 whole entry, looked up): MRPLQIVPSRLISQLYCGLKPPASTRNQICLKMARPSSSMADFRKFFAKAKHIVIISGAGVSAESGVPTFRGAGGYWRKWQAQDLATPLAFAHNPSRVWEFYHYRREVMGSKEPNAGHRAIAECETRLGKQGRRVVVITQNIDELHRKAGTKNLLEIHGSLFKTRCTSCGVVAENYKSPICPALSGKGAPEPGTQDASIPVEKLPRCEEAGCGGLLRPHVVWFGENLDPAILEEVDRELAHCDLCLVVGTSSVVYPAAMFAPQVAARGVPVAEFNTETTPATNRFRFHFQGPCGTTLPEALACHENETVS
# An asterisk follows results filed as active; ? = inconclusive; . = no result given; & = joins results of further samples; [ ] = dose if it differs, or a comment.
SMILES,Cneo AK release,esBAF inh,miR122 inh,Statin myotox sup,ARNT TACC3 PPI,ERp5 block,SIRT5 inh
C[C@H](CO)N1C[C@H](C)[C@H](CN(C)C(=O)NC2CCCCC2)Oc2ncc(C#CCN(C)C)cc2C1=O,-13&-11,-1&-3,-7&-5[16.7 µM],8&5,-12&-6,-4&-8,1&0
COc1ccccc1-n1c(C)c(C(C)=O)c2cc(O)ccc21,3,-1,1,-4,-4,-7,4
CC(C)(C)c1ccc(C2C(C(=O)c3ccco3)=C(O)C(=O)N2CC2CCCO2)cc1 (configuration not stated),-2,9,.,31,-5,0,-6
COc1ccccc1NC(=O)CSc1nc(=O)n(Cc2ccncc2)c2c1CCCC2,-1,5,9,6,1,5,1
CCCNC(=O)Cn1nc(C(F)(F)F)cc1C,0,-7,-1,6,2,-10,3
CC(C)n1c(/N=C/c2c[nH]c3ccccc23)nc2ccccc21,-1,1,.,9,10,5,1
CSc1cccc(NC(N)=O)c1,-1,-4,-2,-3,.,-4,-5
Cc1ccc(OCC(=O)OCc2nc3scc(-c4ccccc4)c3c(=O)[nH]2)cc1C,2,-3,-4,-4,-1,-1,-2
COc1ccc(C(=O)N2CCC(C(=O)Nc3ccc4c(c3)OCCO4)CC2)cc1,-2,-17,-1,86*,17,.,.
O=C(CCNS(=O)(=O)c1ccc2c(c1)CCC(=O)N2)NCc1cccnc1,4,-1,-1,7,-3,.,.
CCOC(=O)N1CCN(C(=O)C2CCC(=O)N(Cc3cccc(C(F)(F)F)c3)C2)CC1 (configuration not stated),0,-1,.,-3,-10,-1,21*
CCNC(=O)N(C)C[C@H]1N[C@@](C)(C(=O)OC)[C@H]2C(=O)N(Cc3ccccc3)C(=O)[C@@H]12,-2,-1,-4,-2,-6,-1,-2
C[C@H](CO)N1C[C@H](C)[C@@H](CN(C)CC2CC2)Oc2c(NC(=O)c3nc4ccccc4s3)cccc2C1=O,7,-1,9[16.7 µM],16,8,-2,4
CCc1cc(C(=O)O)c(NC(=O)c2cc(OC)c(OC)c(OC)c2)s1,.,-11,-7,-1,5,2,2
COc1ccccc1NS(=O)(=O)c1cc(C(=O)N2CCN(C/C=C/c3ccccc3)CC2)ccc1C,0,-4,3,-21,9,2,5
C[C@@H]1CN([C@@H](C)CO)C(=O)c2cc(NC(=O)Cn3cnnn3)ccc2O[C@H]1CN(C)Cc1ccc(C(=O)O)cc1,1,-2,-2[16.7 µM],27,-9,2,8
CC(C)COc1ccc(C(=O)Nc2ccc(NC(=O)c3ccco3)cc2)cc1,-2,1,.,2,4,.,.
O=C(Cc1ccsc1)Nc1ccc(S(=O)(=O)C(F)F)cc1,-2,16,-1,-19,-3,0,-2
NC(=O)Cc1ccc(OCc2nn[nH]n2)cc1,-2,-1,-10,4,.,3,-3
Cc1cc(CN2CCCCC2)oc1C(=O)O,.,.,.,.,-7,-11,-3
COCCn1c(=O)[nH]c2cc(C(=O)N3CCN(c4ccc(OC)cc4)CC3)ccc2c1=O,1,-5,-6,11,1,0,-1
C[C@H](CO)N1C[C@H](C)[C@@H](CN(C)Cc2ccc3cccnc3c2)OCc2cn(nn2)CCCC1=O,.,-2,-4[16.7 µM],3,.,.,.
CCOc1ccc(S(=O)(=O)N2CCC(C(=O)NCc3ccccn3)CC2)cc1Cl,1,.,-6,.,-1,2,-22
C[C@@H]1CCCCO[C@H](CN(C)Cc2ccc(Cl)c(Cl)c2)[C@@H](C)CN([C@H](C)CO)C(=O)c2cc(NS(=O)(=O)c3ccccc3)ccc2O1,-1,-2,-4[16.7 µM],.,9,-3,0
O=C(CCS(=O)(=O)c1ccccc1)Nc1ccc(N2CCN(Cc3ccccc3)CC2)cc1,1,7,-1,-5,0,-5,0
NC(=O)c1nc2c([nH]c1=O)CCCC2,0,-1,-2,0,.,-13,-3
Cc1ccc(S(=O)(=O)Nc2ccc(NC(=O)c3cccnc3)cc2)cc1,-1,.,.,.,-3,0,1
CNC(=O)/C(C#N)=c1\s/c(=C/C(=O)OC)c(=O)n1-c1ccccc1,-5,-11,.,7,-6,.,.
NC(c1csc(NC(=O)Nc2cccc(Cl)c2)n1)c1ccccc1Cl (configuration not stated),8,-9,53,3,.,8,-4
COc1ccccc1OCCNC(=O)C1CC(=O)N(c2ccccc2OC)C1 (configuration not stated),-1,-1,4,13,3,4,-1
CC(C)NC(=O)N(C)C[C@@H]1Oc2c(NC(=O)Nc3ccc(F)cc3)cccc2C(=O)N([C@H](C)CO)C[C@H]1C,-1,-1,-3[16.7 µM],14,-4,1,-6
CC(=O)C1=C(C)NC(SCC(N)=O)=C(C#N)C1c1ccco1 (configuration not stated),1,2,0,11,-3,?,1
Nn1c(-c2cccc([N+](=O)[O-])c2)nc2ccccc2c1=O,9,4,.,9,2,-6,-5
O=C(Nc1nc2c(s1)CCCC2)c1nn(Cc2ccccc2)c(=O)c2ccccc12,.,.,.,.,6,-2,0
CCC1CCCCN1C(=O)CSc1nc(N)cc(=O)[nH]1 (configuration not stated),-4,-7,-6,-7,-1,1,-2
COc1ccccc1C(=O)NNC(=O)C1CC=CCC1 (configuration not stated),0,16,.,1,1,2,-8
C[C@@H]1CCCCO[C@@H](CN(C)C)[C@H](C)CN([C@H](C)CO)C(=O)c2cc(NC(=O)Nc3ccc(F)cc3)ccc2O1,-4,2,-5[16.7 µM],38,-5,-4,-3
CC(Oc1ccc(F)cc1)C(=O)Nc1ccccc1C(=O)NC1CC1 (configuration not stated),.,.,-3,.,6,-3,0
CCC1CCCCN1C(=O)COC(=O)CSc1ccc(C(N)=O)cc1[N+](=O)[O-] (configuration not stated),-1,-4,1,-4,-1,-2,-23
C[C@H](CO)N1C[C@H](C)[C@H](CN(C)Cc2ccncc2)Oc2c(NS(=O)(=O)c3ccc(F)cc3)cccc2C1=O,-1,-4,14[16.7 µM],8,-7,-3,-2

# 3 entries out of the list above, arranged by the number in esBAF inh, descending.
SMILES | esBAF inh
O=C(CCS(=O)(=O)c1ccccc1)Nc1ccc(N2CCN(Cc3ccccc3)CC2)cc1 | 7
C[C@H](CO)N1C[C@H](C)[C@H](CN(C)Cc2ccncc2)Oc2c(NS(=O)(=O)c3ccc(F)cc3)cccc2C1=O | -4
CCC1CCCCN1C(=O)CSc1nc(N)cc(=O)[nH]1 (configuration not stated) | -7

# Next section
SMILES,Cneo AK release,esBAF inh,miR122 inh,Statin myotox sup,ARNT TACC3 PPI,ERp5 block,SIRT5 inh
CC(=O)N(C)C[C@H]1Oc2ncc(C#Cc3ccccn3)cc2C(=O)N([C@@H](C)CO)C[C@H]1C,-1,1,-2[16.7 µM],-3,.,-1,2
COC(=O)[C@H]1C[C@H](OC(=O)Nc2cccs2)[C@@]2(O)CN(S(=O)(=O)c3ccc(C)cc3)CC2[C@H]1C(=O)OC (some centres not stated),0,0,-1,-2,.,3,-1
COc1ccc(CCNC2CCN(C)CC2)cc1OC,0,-5,4,112*,-3,.,.
CN(C)c1nc(SCC(=O)Nc2ccc(Cl)c(Cl)c2)nc(N2CCOCC2)n1,0,9,-1,12,.,12,11
Cc1nnc(N2CCC(C(=O)NC3CCC(C)CC3)CC2)c2nn(-c3ccc(Cl)cc3)c(C)c12 (configuration not stated),0,-1,2,-6,0,.,.
CSc1c(CC(=O)NCCCO)n(Cc2ccccc2)c2ccccc12,3,5,6,-2,-7,3,0
Cc1noc(C)c1S(=O)(=O)N(C)C[C@H]1Oc2ccc(NC(=O)NC3CCCCC3)cc2CC(=O)N([C@@H](C)CO)C[C@@H]1C,-1,-2,6[16.7 µM],7,21,13,3
C[C@H](CO)N1C[C@H](C)[C@H](CN(C)Cc2ccc(C(=O)O)cc2)OCCCC[C@H](C)Oc2ccc(NC(=O)Nc3ccc(C(F)(F)F)cc3)cc2C1=O,-2,0,1[16.7 µM],.,-4,-2,-2
Brc1ccc2c(c1)-c1ccccc1C1=NCCN12,4,-79,28,-138,.,1,.
Cc1cc(C)n(-c2nc3c(c(=O)n(C)c(=O)n3C)n2Cc2cccc(Br)c2)n1,.,.,.,.,-4,-6,-5
O=C(C[C@H]1C[C@@H]2c3cc(NS(=O)(=O)c4ccc(F)cc4)ccc3O[C@@H]2[C@@H](CO)O1)NCc1ccccc1,2,-45,0[16.7 µM],1,2,3,4
CO[C@H]1CN(C)C(=O)c2cc(NC(=O)c3cccc(Oc4ccccc4)c3)ccc2OC[C@@H](C)NC[C@@H]1C,.,-3,-19[16.7 µM],-39,.,.,.
O=C(Cc1ccccc1)N1C[C@H]2[C@@H](c3ccccc31)[C@H](CO)N2C(=O)Cc1ccccc1,9,4,11[16.7 µM],-18,-1,-1,0
Cc1ccc(-c2noc(CCC(=O)Nc3ccccc3C)n2)cc1,1,-4,-32,2,-1,.,.
COc1ccc(CC(NC(C)=O)C(=O)NC2CCN(S(=O)(=O)c3ccc(NC(C)=O)cc3)CC2)cc1 (configuration not stated),-2,2,-3,12,3,-5,1
CCN(c1ccc(NC(=O)CSc2ccc3c(c2)OCCO3)cc1)C(C)C,0,-3,-5,1,4,-3,-4
Cc1cc(=O)[nH]c(N2CCN(c3ccc(Cl)cc3)CC2)n1,-1,-3,2,63,-1,-6,-4
COCC(=O)N1C[C@@H]2[C@H](c3ccccc31)[C@H](CO)N2C(=O)c1ccccc1F,2,1,-21[16.7 µM],10,-2,3,3
C[C@H]1CN([C@@H](C)CO)C(=O)c2cc(-c3cccc(F)c3)cnc2O[C@H]1CN(C)S(C)(=O)=O,-2,4,-1[16.7 µM],.,-9,2,-1
COc1ccc(Br)cc1CNC(=O)C1CCN(c2nnc(N3CCCC3=O)s2)CC1,-3,4,2,21,-2,3,-3

# Fetched one by one from the entries so far (2):
SMILES,Cneo AK release,esBAF inh,miR122 inh,Statin myotox sup,ARNT TACC3 PPI,ERp5 block,SIRT5 inh
COCC(=O)N1C[C@@H]2[C@H](c3ccccc31)[C@H](CO)N2C(=O)c1ccccc1F,2,1,-21[16.7 µM],10,-2,3,3
COc1ccc(Br)cc1CNC(=O)C1CCN(c2nnc(N3CCCC3=O)s2)CC1,-3,4,2,21,-2,3,-3

# Going on with the list:
SMILES,Cneo AK release,esBAF inh,miR122 inh,Statin myotox sup,ARNT TACC3 PPI,ERp5 block,SIRT5 inh
COc1ccc(CN(C)C[C@H]2OCCCC[C@@H](C)Oc3ccc(NC(=O)Nc4ccc(C(F)(F)F)cc4)cc3C(=O)N([C@@H](C)CO)C[C@H]2C)cc1,1,3,-29[16.7 µM],-66,21,-1,9
COC(=O)CCCCC1SCC(NC(=O)c2ccccc2)C1=O (configuration not stated),.,.,.,.,-1,-7,-3
O=C(c1ccccc1)N1CC[C@@H]2[C@H](CO)Nc3ccc(C#Cc4cccc(F)c4)cc3[C@@H]21,-8,-2,-1[16.7 µM],-46,-1,.,.
Cc1ccc(N2C(=O)CS(=O)C(c3ccccc3)C2=O)cc1C (configuration not stated),.,.,.,.,-16,2,-3
COc1ccccc1C(=O)NC(=O)COC(=O)CN1C(=O)NC2(CCCCC2C)C1=O (configuration not stated),.,.,.,.,-3,-1,-9
CCn1c2ccc(F)cc2c2nc3ccccc3nc21,.,.,6,.,-3,1,-2
COc1ccc(CN(C)C[C@H]2OCCCC[C@H](C)Oc3ccc(NC(=O)C4CCCCC4)cc3C(=O)N([C@H](C)CO)C[C@H]2C)cc1,-3,3,-9[16.7 µM],.,0,4,7
COCC(=O)N(C)C[C@@H]1Oc2ncc(Br)cc2C(=O)N([C@H](C)CO)C[C@@H]1C,.,1,-9[16.7 µM],12,.,.,.

# Compound activity as filed in PubChem.
